Screens from PubChem BioAssay.
HTR5A inv ctr: inverse agonist of human HTR5A in OPRM1-OPRD1 counter-screen | HTR5A cell line, luminescence, inverse agonism | hit rate 0.083% among 340,000 | inhibition, % at 9.3 µM; in the data active = inhibition mostly above about 23%, no sharp cut-off; inactive = mostly below about 18%;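 also: 0% = cells with DMSO and 100% = no-cell wells with DMSO; some compounds called inactive have numbers as strong as hits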
Target sequence (P47898 whole entry, looked up): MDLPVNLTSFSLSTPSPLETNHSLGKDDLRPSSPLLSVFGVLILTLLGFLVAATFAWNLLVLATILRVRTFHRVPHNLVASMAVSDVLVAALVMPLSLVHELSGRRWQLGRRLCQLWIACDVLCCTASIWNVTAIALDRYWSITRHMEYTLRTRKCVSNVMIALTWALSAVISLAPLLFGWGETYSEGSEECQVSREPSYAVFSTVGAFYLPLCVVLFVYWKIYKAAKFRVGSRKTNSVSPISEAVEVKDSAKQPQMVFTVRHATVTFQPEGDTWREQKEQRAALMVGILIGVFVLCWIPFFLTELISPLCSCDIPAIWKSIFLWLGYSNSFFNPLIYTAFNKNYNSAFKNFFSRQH
PKA-R1A act: activates the PKA-R1A holoenzyme complex. PKA-R1A dissociation, Cy5-IP20 fluorescence polarization; scaled: DMSO 0%, 113 µM cGMP 100%. activation, % at 11.4 µM. hit rate 0.083% among 340,000;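 active = percent activation above the mean of all tested compounds plus 3 SD, cut at about 19% in these data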;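 also: higher means more PKAc released from R1A so a rise in polarization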
Arrestin-AP2 inh: blocks beta-arrestin peptide binding to AP2 adaptin | hit rate 0.31% among 340,000 | FITC-arrestin peptide / GST-AP2 beads, flow cytometry; AP2 beta2 appendage carries R879A mutation | inhibition, % at 10 µM;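 active = inhibition above a set limit, near 3 SD of compounds lacking own fluorescence, cut at about 54% in these data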;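 also: plate controls were DMSO wells for no effect and 5 µM unlabelled arrestin peptide for full effect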
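Assay system: GST-AP2 R879A bound to glutathione beads, E. coli-expressed; Medium: PBS with 0.05% Tween 20 and 0.1% BSA; Also added: fluorescein-tagged arrestin peptide at 50 nM final; Timing: 12 min plus 1 h, RT; Measured by: flow cytometry, FL1 (488/535 nm); Evaluation: percent drop in bead-associated FITC signal.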
OPRM1-OPRD1 ag: agonists of human mu-delta opioid receptor heterodimerization. P35372+P41143. cells, OPRM1-OPRD1 heterodimerization, luminescence. activation, % at 9.3 µM. hit rate 0.3% among 340,000. AID 504326; in the data active = activation above about 18%;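 also: 0% = vehicle-treated cells and 100% = reference agonist; values of inactives mirror those of a sister screen read the other way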
Pemphigus Ab inh: human desmoglein-3 autoantibody binding inhibition; P32926; DSG3-coupled beads, scFv-anti-DSG3-GFP binding, flow cytometry; stronger effect = lower value; binding (percent of control), % at 10 µM; hit rate 0.48% among 310,000; AID 588358;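 active = binding more than 3 SD below its plate's average and above zero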;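 also: hits lower antibody fragment binding to DSG3; some compounds called inactive have numbers as strong as hits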
V-ATPase pHluor: regulators of yeast V-ATPase proton transport; hit rate 0.37% among 350,000; AID 504577; response, % at 10 µM; S. cerevisiae, pHLuorin cytosolic pH fluorescence; in the data active = response mostly above about 7.3%, no sharp cut-off; inactive = mostly below about 5.4%; also: actives read high; inactives centre near 0; some compounds called inactive have numbers as strong as hits; reference of the scale not given here
HTR5A ag ctr: activates human HTR5A in OPRM1-OPRD1 agonist counter-screen. hit rate 0.61% among 340,000. AID 504692. activation, % at 9.3 µM. P47898. HTR5A agonist assay, luminescence, cell-based; in the data active = activation mostly above about 9.5%, no sharp cut-off; inactive = mostly below about 7.6%;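 also: 0% = cells with vehicle only and 100% = reference agonist; strong numbers were not always called active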
PKA-R2B activ: activators of human PKA-R2B complex. AID 504700. PKA-R2B holoenzyme dissociation, Cy5-IP20 fluorescence polarization; R2B truncated from residue 108, S112A mutant; 0% DMSO only, 100% 113 µM cGMP. P22694+P31323. hit rate 0.079% among 340,000. activation, % at 11.4 µM;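 active = activation above a cutoff set at the mean over all compounds plus 3 SD, cut at about 18% in these data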;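 also: higher means more holoenzyme dissociation and a rise in polarization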
DAGLB inh: blocks human DAGLB lipase activity; AID 504411; hit rate 0.059% among 340,000; Q8NCG7; inhibition, % at 5.17 µM; HEK293T DAGLB membrane lysate, EnzChek fluorogenic substrate; in the data active = inhibition above about 34%;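 also: 0% = enzyme with vehicle and 100% = wells lacking enzyme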
Target sequence (Q8NCG7 whole entry, looked up): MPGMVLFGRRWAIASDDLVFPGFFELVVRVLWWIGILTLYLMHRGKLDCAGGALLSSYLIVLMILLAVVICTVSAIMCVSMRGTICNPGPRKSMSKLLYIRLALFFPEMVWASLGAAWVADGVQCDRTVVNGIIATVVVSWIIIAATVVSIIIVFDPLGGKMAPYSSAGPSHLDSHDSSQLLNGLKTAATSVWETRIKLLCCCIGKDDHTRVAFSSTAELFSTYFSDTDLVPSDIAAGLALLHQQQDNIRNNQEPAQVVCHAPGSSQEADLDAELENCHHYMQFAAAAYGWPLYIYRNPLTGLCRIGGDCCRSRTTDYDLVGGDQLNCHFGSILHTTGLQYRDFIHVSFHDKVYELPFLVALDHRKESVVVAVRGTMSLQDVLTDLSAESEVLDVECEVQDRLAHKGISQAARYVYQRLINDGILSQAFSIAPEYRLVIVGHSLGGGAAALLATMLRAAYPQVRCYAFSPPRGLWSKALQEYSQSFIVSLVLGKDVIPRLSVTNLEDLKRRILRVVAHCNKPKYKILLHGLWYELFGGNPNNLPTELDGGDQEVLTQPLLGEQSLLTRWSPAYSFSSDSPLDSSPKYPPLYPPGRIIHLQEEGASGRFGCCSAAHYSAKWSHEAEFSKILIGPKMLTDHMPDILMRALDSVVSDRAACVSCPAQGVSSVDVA
MOR-DOR inv ag: mu-delta opioid heterodimer inverse agonism; P35372+P41143; cell-based MOR-DOR heterodimer luminescence; inhibition, % at 9.3 µM; hit rate 0.21% among 340,000; AID 504357; in the data active = inhibition above about 22%, passing the limit was not always enough;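 also: 0% = cells with DMSO and 100% = wells without cells with DMSO; values of inactives mirror those of a sister screen read the other way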
* = called active by the depositor; / = not tested or not shown. Rows were taken by chance; 2.4% or so of the library scored in one or more.

SMILES	HTR5A inv ctr	PKA-R1A act	Arrestin-AP2 inh	OPRM1-OPRD1 ag	Pemphigus Ab inh	V-ATPase pHluor	HTR5A ag ctr	PKA-R2B activ	DAGLB inh	MOR-DOR inv ag
COc1ccc([N+](=O)[O-])cc1NC(=O)Nc1ccccc1	-7	4	-8	-0.6	115	-3	-2	2	2	3
CC1CCC2(CC1)NC(=O)N(CC(=O)N1CCc3ccccc3C1)C2=O (configuration not stated)	4	-6	-2	-0.1	/	-1	1	-8	1	0
CC(C)N(C(=O)[C@H]1C[C@H](CC(=O)NCCN2CCOCC2)C(=O)N2CCc3c([nH]c4ccc(Cl)cc34)[C@]12C)C(C)C	-2	1	22	-2.1	103	-3	1	4	3	10
COc1ccc(-c2nnc(N)s2)cc1	10	-2	1	-1.6	99	0	1	-11	1	8
O=C1Nc2cc(C(=O)N3CCc4ccccc4C3)ccc2S/C1=C\c1ccccc1	10	1	-4	0.9	101	1	4	-13	3	-5
Cc1c(Cl)cccc1NC(=O)CSc1nccn1C	9	-3	35	-4.2	/	2	-2	-4	-1	21
Cc1ccc(C(=O)/C=C\Nc2ccc(C)c(C)c2)cc1	14	-8	-3	2.1	/	-3	5	2	-2	-11
COc1ccc(OC)c(C(=O)CSc2nc3ccccc3n2CC(=O)NC(C)(C)C)c1	/	13	3	/	107	1	/	7	-5	/
O=c1oc(CCO)cc2ccc(-c3ccc4[nH]ccc4c3)cc12	-46	-8	2	-1.6	105	1	4	-7	0	9
COc1ccc(/C=C/C(=O)c2cc(F)ccc2OC(=O)c2ccccc2)cc1OC	2	-1	27	-1.2	112	0	6	-3	-1	7
Cc1ccc(S(=O)(=O)Nc2cc(C(C(=O)OC(C)C)C(=O)C(F)(F)F)c(O)c3ccccc23)c(C)c1 (configuration not stated)	6	-1	3	-2.0	114	-5	0	-7	3	11
Cc1ccc(S(=O)(=O)N(c2cccc(C)c2)C2CCS(=O)(=O)C2)cc1 (configuration not stated)	1	-2	1	0.1	102	-1	-5	-2	-2	0
CCC/C=N/NC(=O)c1ccc(F)cc1	5	3	6	-2.7	104	2	-2	-8	-1	16
O=c1c2oc3ccccc3c2ncn1Cc1ccccc1F	19	5	2	-2.1	106	1	-7	6	-3	13
Cc1ccc(S(=O)(=O)N2CCCN(S(=O)(=O)c3ccc4ccccc4c3)CC2)cc1	-6	-10	8	-0.6	97	3	6	-4	-11	3
CCOC(=O)CNC(=S)N(Cc1ccccc1F)C1CCCCC1	7	8	-3	1.8	/	0	3	-3	-5	-8
COC(=O)/C(=C\Nc1ccc(Cl)cc1Cl)NC(=O)c1ccc(OC)cc1	7	0	17	2.3	99	2	-2	-9	-1	-13
Cc1ccc(NC(=O)CNc2cccc(S(=O)(=O)N3CCCCC3)c2)cc1F	4	-8	-14	0.4	101	0	-1	-26	1	-2
CC(=O)Nc1ccc(S(=O)(=O)NC2(C(F)(F)F)NC(=O)N(C3CCCC3)C2=O)cc1 (configuration not stated)	7	8	-7	0.8	115	-1	-5	-5	1	-4
S=C(Nc1ccccn1)NC1CCCC1	-22	4	-4	-3.3	83	1	-3	-9	-3	21
CS(=O)(=O)Nc1cccc(C2=NN(C(=O)c3ccc(F)cc3)C(c3cccs3)C2)c1 (configuration not stated)	-8	9	6	-1.1	101	-3	2	-11	-4	5
COc1cc(C(O)P(=O)(OCCC(C)C)c2ccc(N(C)C)cc2)cc(OC)c1OC (configuration not stated)	9	15	21	0.1	114	-4	-3	-5	-8	0
COc1ccccc1OCCNC(=O)C(c1ccccc1)c1ccccc1	1	2	15	-2.9	/	0	0	-4	-2	14
CN(C(=O)CSc1nc(-c2ccccc2)cn1N)C(c1ccccc1)c1ccccc1	-42	0	-2	5.3	129	0	-1	-6	-4	-30
Cc1ccc(C)c(NC(=O)CSc2nnc(-c3n[nH]c4ccccc34)o2)c1	2	-5	-17	0.2	96	-2	-1	1	-1	-1
COc1ccc(-c2sc3ccc(N4CCOCC4)cc3c2C#CC2(O)CCCCC2)cc1	-46	-15	-3	4.4	/	-1	13*	1	0	-25
CC(=O)/C(=C\Nc1ccc(OCc2ccccc2)cc1)c1ccccc1	11	1	4	3.4	105	4	-4	-1	-3	-17
O=C(CN1C(=O)C(=O)N(C2CCCC2)C1=O)NCCc1ccc(Cl)cc1Cl	-9	7	-6	-2.2	/	-2	3	-3	2	9
O=C(CCCn1c(=O)c2cccn2c2cccnc21)NCCc1ccc(Cl)cc1	3	-3	29	4.4	98	-4	-1	-7	-1	-23
Cn1c(SCc2cccnc2)nnc1-c1c[nH]c2ccccc12	-9	-2	1	-0.6	94	0	-1	1	2	3
CCCC(=O)NC1=C(C#N)C2(CCCCC2)Cc2ccccc21	-15	-10	3	-3.3	121	-2	4	-4	-3	15
CCn1cnc2sc(C(=O)Nc3ccccc3OC)c(C)c2c1=O	-10	2	36	-2.9	102	-1	3	-2	-2	15
COc1ccccc1Nc1nc(N)nc(CN2CCCCCC2)n1	7	-1	18	-0.4	96	-1	-2	-5	1	2
O=C(CSc1nc2ccccc2n1CC(=O)N1CCCC1)NCc1ccc2c(c1)OCO2	/	-7	2	/	86	/	/	-8	3	/
Cc1ccc(C(OCC(C)(C)C[N+](C)(C)C)c2ccccc2)cc1 (configuration not stated)	4	1	-24	-1.1	94	-1	-1	-9	0	6
CCCn1nnc(NC(=S)NC(=O)c2ccc(-c3ccc(Br)cc3)o2)n1	0	0	2	-3.1	/	1	0	4	-7	15
CCOc1ccccc1-c1c2cc(O)c(=O)cc-2oc2cc(O)c(O)cc12	1	-9	-33	-2.0	96	75*	-5	-1	2	14
Cc1cccc(N=NC(=S)NNc2cccc(C)c2)c1	3	0	-9	-1.3	94	-1	-1	5	6	7
CC(C)(C)c1nn(-c2ccccc2)c2nc(Cl)c(C=O)cc12	19	5	7	-1.6	122	3	3	-7	-2	10
COc1ccc(-c2csc(=NCCO)n2-c2ccccc2)cc1	-7	2	8	-2.7	107	-4	2	0	-3	12
O=C(CNCC1CCCCC1)Nc1cccc(S(=O)(=O)N2CCOCC2)c1	-5	-4	-17	-2.5	100	3	-5	-6	1	13
Cc1nn(CC#N)c(=O)n1N(C)c1ncc(C(F)(F)F)cc1Cl	6	1	-8	0.7	109	-1	-2	0	-4	-3
Cc1c(Cl)cccc1NC(=O)CSc1nncn1-c1ccccn1	9	-4	34	0.0	/	-5	-3	-1	-2	0
Cc1ccc(S(=O)(=O)N2CCN(C(=O)CN3CCc4ccccc4C3)CC2)cc1	-41	-9	21	4.0	101	9	2	12	-2	-22
COc1cccc(CN2CCN(CC#Cc3ccccc3)CC2CCO)c1 (configuration not stated)	-7	-3	12	-2.0	103	4	2	4	-2	10
CCN1CC(CN(C)Cc2nc(-c3ccc(C(F)(F)F)cc3)no2)CC1=O (configuration not stated)	-3	-10	1	-1.3	89	1	0	-13	0	7
CCCCCOC(=O)C1=C(C)Nc2nnnn2C1c1ccc(OC)c(OC)c1OC (configuration not stated)	1	-7	-10	1.7	91	1	-1	-1	0	-9
COc1ccc(-c2cc(C(F)(F)F)nc(SCC(=O)Nc3sc4c(c3C#N)CCC4)n2)cc1	0	-8	29	0.6	94	1	3	1	-2	-3
Cc1ccccc1C(=O)Nc1ccnn1C1CCN(Cc2ccncc2)CC1	-21	1	43	-2.4	103	5	-1	0	-3	13
C/C(=N\N1C(=O)c2ccccc2C1=O)c1cccc([N+](=O)[O-])c1	-11	3	3	-1.8	84	-3	-6	-12	-2	9
Going on with the list:
SMILES	HTR5A inv ctr	PKA-R1A act	Arrestin-AP2 inh	OPRM1-OPRD1 ag	Pemphigus Ab inh	V-ATPase pHluor	HTR5A ag ctr	PKA-R2B activ	DAGLB inh	MOR-DOR inv ag
Fc1ccc(N/N=C/C=C/c2ccccc2)c(F)c1	-11	-1	20	6.3	132	1	0	-4	-5	-35
CS(=O)(=O)N(CC(=O)N1CCN(Cc2ccccc2)CC1)Cc1ccccc1	4	1	-3	-1.2	/	-2	-1	-6	1	6
COc1ccc(NC(=O)N(C)C[C@H]2Oc3ccc(NS(=O)(=O)c4cccs4)cc3C(=O)N([C@@H](C)CO)C[C@@H]2C)cc1	13	-3	10	-2.1	97	-3	11	-8	-1	12
COC(=O)c1ccc(OC(=O)c2cnccn2)cc1	-5	-4	26	-1.7	/	6	8	1	-3	11
Cc1ccc(OCC(=O)N/N=C/c2ccccc2)c([N+](=O)[O-])c1	7	-1	-10	-0.3	100	-1	-2	-2	-1	2
O=C(CN1CCN(c2ccccn2)CC1)N1CC(O)CO1 (configuration not stated)	-2	5	-2	-3.1	99	1	1	15	1	16

Among those listed so far, these contain fluorine:
SMILES	HTR5A inv ctr	PKA-R1A act	Arrestin-AP2 inh	OPRM1-OPRD1 ag	Pemphigus Ab inh	V-ATPase pHluor	HTR5A ag ctr	PKA-R2B activ	DAGLB inh	MOR-DOR inv ag
COc1ccc(/C=C/C(=O)c2cc(F)ccc2OC(=O)c2ccccc2)cc1OC	2	-1	27	-1.2	112	0	6	-3	-1	7
Cc1ccc(S(=O)(=O)Nc2cc(C(C(=O)OC(C)C)C(=O)C(F)(F)F)c(O)c3ccccc23)c(C)c1 (configuration not stated)	6	-1	3	-2.0	114	-5	0	-7	3	11
CCC/C=N/NC(=O)c1ccc(F)cc1	5	3	6	-2.7	104	2	-2	-8	-1	16
O=c1c2oc3ccccc3c2ncn1Cc1ccccc1F	19	5	2	-2.1	106	1	-7	6	-3	13
CCOC(=O)CNC(=S)N(Cc1ccccc1F)C1CCCCC1	7	8	-3	1.8	/	0	3	-3	-5	-8
Cc1ccc(NC(=O)CNc2cccc(S(=O)(=O)N3CCCCC3)c2)cc1F	4	-8	-14	0.4	101	0	-1	-26	1	-2
CC(=O)Nc1ccc(S(=O)(=O)NC2(C(F)(F)F)NC(=O)N(C3CCCC3)C2=O)cc1 (configuration not stated)	7	8	-7	0.8	115	-1	-5	-5	1	-4
CS(=O)(=O)Nc1cccc(C2=NN(C(=O)c3ccc(F)cc3)C(c3cccs3)C2)c1 (configuration not stated)	-8	9	6	-1.1	101	-3	2	-11	-4	5
Cc1nn(CC#N)c(=O)n1N(C)c1ncc(C(F)(F)F)cc1Cl	6	1	-8	0.7	109	-1	-2	0	-4	-3
CCN1CC(CN(C)Cc2nc(-c3ccc(C(F)(F)F)cc3)no2)CC1=O (configuration not stated)	-3	-10	1	-1.3	89	1	0	-13	0	7
COc1ccc(-c2cc(C(F)(F)F)nc(SCC(=O)Nc3sc4c(c3C#N)CCC4)n2)cc1	0	-8	29	0.6	94	1	3	1	-2	-3
Fc1ccc(N/N=C/C=C/c2ccccc2)c(F)c1	-11	-1	20	6.3	132	1	0	-4	-5	-35
